# KCNQ1 pot: potentiators or activators of human KCNQ1 potassium channel | AID 2648 | CHO-K1 KCNQ1, thallium flux FluxOR fluorescence; active compounds read high | B-score at 10 µM | 0.35% of 310,000 active;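 active = fluorescence ratio B-score, a plate-corrected score, at least three library SD, with initial intensity B-score within 5 SD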
# Target sequence (P51787 whole entry, looked up): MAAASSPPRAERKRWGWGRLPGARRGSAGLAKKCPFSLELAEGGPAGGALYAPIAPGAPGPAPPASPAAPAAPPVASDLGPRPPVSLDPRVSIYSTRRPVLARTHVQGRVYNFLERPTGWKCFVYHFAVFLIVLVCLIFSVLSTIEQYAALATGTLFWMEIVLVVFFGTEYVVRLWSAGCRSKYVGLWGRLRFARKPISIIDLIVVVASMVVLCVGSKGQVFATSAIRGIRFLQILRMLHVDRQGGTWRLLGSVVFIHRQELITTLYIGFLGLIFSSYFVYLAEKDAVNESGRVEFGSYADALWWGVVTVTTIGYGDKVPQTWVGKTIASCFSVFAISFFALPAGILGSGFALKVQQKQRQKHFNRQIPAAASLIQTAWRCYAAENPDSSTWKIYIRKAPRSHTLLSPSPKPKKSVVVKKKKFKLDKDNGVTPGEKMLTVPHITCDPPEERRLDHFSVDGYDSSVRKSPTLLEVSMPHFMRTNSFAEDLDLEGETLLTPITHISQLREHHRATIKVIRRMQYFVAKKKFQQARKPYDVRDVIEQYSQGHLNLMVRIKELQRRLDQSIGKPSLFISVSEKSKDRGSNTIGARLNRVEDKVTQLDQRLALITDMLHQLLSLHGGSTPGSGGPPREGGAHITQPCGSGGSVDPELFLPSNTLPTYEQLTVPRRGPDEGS
#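 System: Stable KCNQ1 CHO-K1 line | Incubation: 90 min dye loading and 20 min compound exposure, both at room temperature | Measure: Ratio B score | Medium: Assay buffer for compound exposure, DMSO matched across wells | Compound dosing: Single-concentration screen | Probe or stimulus: K+/Tl+ depolarizing stimulus | Measured by: Kinetic FluxOR fluorescence, 10 s baseline plus 110 s post-stimulus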
# hERG rescue: hERG (human) protection from proarrhythmic block; CHO-hERG, FluxOR thallium flux, dofetilide IC70 present; activation (rescue from dofetilide block), less the hit threshold, % at 10 µM; 0.51% of 310,000 active; AID 1511; Q12809;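 active = activation above the mean of controls blocked by dofetilide plus 5 SD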;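 note: thallium influx through hERG after potassium depolarization seen as dye fluorescence rise; in these data hits start at about 4.7%; inactives centre near -7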
# KCNK3 inh: human KCNK3 channel inhibition, primary screen; B-score at 10 µM; CHO-KCNK3 thallium flux, FluxOR fluorescence; active compounds read low; 0.84% of 340,000 active; AID 602410; O14649;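 active = B-score under library mean minus 4 SD, starting fluorescence ratio at most library mean plus 5 SD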;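 note: more negative B-score means stronger inhibition of thallium flux through KCNK3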
# Target sequence (O14649 whole entry, looked up): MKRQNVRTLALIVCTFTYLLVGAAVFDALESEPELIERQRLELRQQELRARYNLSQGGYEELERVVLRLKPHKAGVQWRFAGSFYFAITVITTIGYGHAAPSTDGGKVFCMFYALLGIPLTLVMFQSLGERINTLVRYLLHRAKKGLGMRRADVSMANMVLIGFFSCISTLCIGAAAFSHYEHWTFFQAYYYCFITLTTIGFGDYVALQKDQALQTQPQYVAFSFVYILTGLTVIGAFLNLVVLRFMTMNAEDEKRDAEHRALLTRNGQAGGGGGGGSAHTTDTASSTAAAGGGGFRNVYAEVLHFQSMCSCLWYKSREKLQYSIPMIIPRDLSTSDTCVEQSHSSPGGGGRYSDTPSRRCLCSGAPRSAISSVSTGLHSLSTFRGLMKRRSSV
# RGS4 pot: potentiators or activators of RGS4; 0.92% of 310,000 active; B-score at 10 µM; HEK293 M3R/inducible RGS4, carbachol calcium flux Fluo4; active compounds read low;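 active = B-score of the integrated calcium signal more than 4 SD below the library mean, with starting fluorescence not abnormally high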;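 note: negative B-score means reduced calcium response which marks RGS4 activation or potentiation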
#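 System: HEK293 FlpIn-TREx cells, stable M3R, doxycycline-inducible RGS4. Timing: overnight RGS4 induction, 30 min dye load 37 °C, 20 min compound RT. Also added: carbachol, ECmax concentration. Measured by: Fluo4 fluorescence kinetic imaging of calcium. Evaluation: integrated calcium ratio converted to B score.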
# MrgX1 ag: activates human MrgX1 receptor signaling; MrgX1-HEK293 cells, Fluo-4 calcium fluorescence, agonist mode; active compounds read high; B-score at 10 µM; 0.44% of 310,000 active;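 active = calcium response B-score plate-corrected fluorescence ratio at least 3 library SD, with starting fluorescence B-score inside 5 SD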
#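 System – MrgX1-expressing HEK293 cells · Incubation – cells plated overnight, dye loaded 0.5 h 37 °C, 0.5 h room temperature · Technique – kinetic Fluo-4 NW fluorescence of intracellular calcium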
# RGS4 inh: human RGS4 inhibition. B-score at 10 µM. AID 463165. 0.45% of 310,000 active. P49798. HEK293 M3R/RGS4 inducible, Fluo-4 calcium flux; active compounds read high; triggered by carbachol at its EC20;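 active = B-score, a plate-corrected calcium signal, over three deviations above library mean, with baseline fluorescence within five deviations of library mean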;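 note: RGS4 expression induced by doxycycline in cells with stable M3 receptor; B-score is computed from the integrated fluorescence ratio over baseline after carbachol; higher B-score means a larger calcium signal and so more RGS4 inhibition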
# KCNK9 block: human KCNK9 channel inhibition; Q9NPC2; HEK293 KCNK9, FluxOR thallium flux fluorescence; active compounds read low; B-score at 10 µM; 1.2% of 310,000 active; AID 488922;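 active = ratio B-score over 3 SD below the library mean, with starting fluorescence within 5 SD of its mean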;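 note: negative B-score means less thallium flux so channel inhibition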
# TMEM16A inh: inhibitors of mouse TMEM16A calcium-activated chloride channel. Q8BHY3. HEK293 TMEM16A/YFP iodide influx fluorescence, ionomycin. normalized B-score (activity score, 25-100; higher = stronger inhibition) at 10 µM. 1.2% of 310,000 active. AID 588511;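 active = ratio plate-corrected score three or more library SD toward inhibition, starting fluorescence score within five deviations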;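 note: score derived from kinetic fluorescence span divided by baseline fluorescence per well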
# MrgX1 allo act: human MrgX1 positive allosteric modulation, primary screen | Q96LB2 | MrgX1-HEK293, Fluo-4 calcium flux, FDSS; active compounds read high | B-score at 10 µM | 0.63% of 310,000 active | AID 588675;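 active = plate-corrected calcium response at least 3 library SD above typical, normal starting fluorescence, not activating the receptor alone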;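 note: compound read alongside a low EC10 to EC30 dose of BAM8-22 agonist; peak minus trough fluorescence over baseline measured at the second addition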
# ANO1 activ: activates or potentiates the mouse TMEM16A chloride channel; HEK293 TMEM16A/YFP-H148Q/I152L, iodide quench fluorescence; active compounds read low; B-score at 10 µM; 0.3% of 340,000 active;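 active = fluorescence-ratio B-score plate-corrected deviation score at least 3 library SD below zero, with starting fluorescence score within 5 deviations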;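 note: channel opened by trigger with iodide after compound preincubation; score built on the fluorescence ratio of max minus min over baseline; more negative score means more quench and so TMEM16A activation or potentiation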
# KCNQ1 block: inhibitors of human KCNQ1 potassium channel; P51787; CHO-K1 KCNQ1, FluxOR thallium flux fluorescence; active compounds read high; B-score at 10 µM; 1.3% of 310,000 active; AID 2642;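 active = compounds whose thallium flux B-score, printed positive for inhibition, exceeds three library SD while starting fluorescence stays within three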;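 note: channel opened by potassium depolarization with thallium stimulus after 20 min compound exposure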
# * hit, by the source's call; i = inactive; · = no result given. Compounds were not picked by outcome, and some 6.3% of all compounds hit somewhere here.
SMILES,KCNQ1 pot,hERG rescue,KCNK3 inh,RGS4 pot,MrgX1 ag,RGS4 inh,KCNK9 block,TMEM16A inh,MrgX1 allo act,ANO1 activ,KCNQ1 block
O=C(N/N=C\c1ccc(F)cc1)c1ccc(Cn2cc(Br)c([N+](=O)[O-])n2)o1,i,-20.1,i,i,i,i,-11.7*,i,i,i,i
CCOc1cc(/C=C2\N=C(SC)SC2=O)cc([N+](=O)[O-])c1OC(C)=O,i,-25.2,i,i,i,i,i,100*,i,i,12*
CNS(=O)(=O)c1cc(OC)ccc1OC,i,-0.4,i,i,i,i,i,i,i,i,i
Cc1ccc(C2=NN(CCC(=O)NCCCN3CCOCC3)C(=O)CC2)cc1,i,-8.0,i,i,i,i,i,i,i,i,i
CN(C)CCCN(C(=O)C1COc2ccccc2O1)c1nc2cc3c(cc2s1)OCO3 (stereo not drawn),i,-8.0,i,i,i,i,i,i,i,i,i
c1ccc(C[C@H]2CNCCN2CC2(c3ccccc3)CC2)cc1,i,-7.9,i,i,i,i,i,i,i,i,i
CC(C)CNS(=O)(=O)c1ccc(CCC(=O)N2CCN(c3ccc(F)cc3)CC2)cc1,i,-9.4,i,i,i,i,i,i,i,i,i
Cc1occc1C(=O)NNC(=S)Nc1ccccc1C(F)(F)F,i,-9.5,i,i,i,i,i,i,i,i,i
N#C/C(=C\c1ccc2c(c1)OCO2)C(=O)NCc1ccco1,i,-17.8,i,i,i,i,i,i,i,i,i
O=C(NCc1ccccc1)C1CCN(S(=O)(=O)N2CCOCC2)CC1,i,-7.1,i,i,i,i,i,i,i,i,i
COc1ccc(C2C3=C(CC(C)(C)CC3=O)Nc3c2c(=O)[nH]c(=O)n3Cc2ccccc2)cc1 (stereo not drawn),i,-5.7,i,i,i,i,i,i,i,i,i
COC(=O)C(/C=N/OCc1ccc([N+](=O)[O-])cc1)NC(=O)c1ccccc1 (stereo not drawn),i,-0.1,i,i,i,i,i,i,i,i,i
CCOc1cc(S(=O)(=O)NCc2ccncc2)ccc1Cl,i,-11.9,i,i,i,i,i,i,i,i,8*
c1ccc(OCc2noc(CN3CCC(C4CCCCC4)C3)n2)cc1 (stereo not drawn),i,-7.3,i,i,i,i,i,i,i,i,i
COc1ccc(C(=O)N/C(=C/c2cccnc2)C(=O)NCc2ccco2)cc1OC,i,-4.4,i,i,i,i,i,i,i,i,i
COc1cccc(-c2ccc(C#N)c(SCC(=O)NCCc3ccccc3)n2)c1,i,-10.8,i,i,i,i,i,i,i,i,i
CCC(C)[C@H](NC(=O)N1CC(=O)Nc2ccccc21)C(=O)N[C@@H](Cc1c[nH]c2ccccc12)C(=O)O (stereo partly drawn),i,-2.7,i,i,i,i,i,i,i,i,i
Cc1occc(=O)c1OC(=O)Nc1ccc(Cl)c(Cl)c1,·,·,i,·,i,·,·,i,i,i,·
O=C(COc1ccc2ccccc2c1)NNC(=O)c1ccccc1,i,-6.5,i,i,i,i,i,i,i,i,i
CCOC(=O)N1CCC(n2c(SCC(=O)NCc3ccco3)nc3ccsc3c2=O)CC1,i,-18.6,i,i,i,i,i,i,i,i,i

# Reprinted from the part before: 2 entries; new compounds follow.
SMILES,KCNQ1 pot,hERG rescue,KCNK3 inh,RGS4 pot,MrgX1 ag,RGS4 inh,KCNK9 block,TMEM16A inh,MrgX1 allo act,ANO1 activ,KCNQ1 block
O=C(COc1ccc2ccccc2c1)NNC(=O)c1ccccc1,i,-6.5,i,i,i,i,i,i,i,i,i
CCOC(=O)N1CCC(n2c(SCC(=O)NCc3ccco3)nc3ccsc3c2=O)CC1,i,-18.6,i,i,i,i,i,i,i,i,i
Cc1ccc(-c2nc(-c3ccncc3)no2)cc1C,i,-2.1,i,i,i,i,i,i,i,i,i
O=C(c1cc(-c2ccncc2)nc2ccccc12)N1CCN(c2ccccn2)CC1,i,-17.4,i,i,i,i,i,i,i,i,i
COCCNC(=O)COC(=O)CSCc1nc2ccccc2s1,i,-8.2,i,i,i,i,i,i,i,i,i
O=C1CCC2S/C(=C/Nc3ccc(C(F)(F)F)cc3)C(=O)N12 (stereo not drawn),i,-13.8,i,i,i,i,i,i,i,i,i
Nc1ccc2nc(CCCCc3nc4ccccc4[nH]3)[nH]c2c1,i,-5.6,i,i,i,i,i,i,i,i,i
CN(C(=O)c1ccc(Br)o1)C1CCCCC1,i,-10.0,i,i,i,i,i,i,i,i,i
CCCCN1C(=O)NC(NC(C)=O)(C(F)(F)F)C1=O (stereo not drawn),i,-5.0,i,i,i,i,i,i,i,i,i
Cc1ccc(C)c(NC(=O)C(OC(=O)c2ccc(NC(=O)CC#N)cc2)c2ccccc2)c1 (stereo not drawn),i,-10.7,i,i,i,i,i,i,i,i,i
Cc1ccccc1C(=O)N1CCN(S(=O)(=O)c2cccs2)CC1,i,-1.9,i,i,i,i,i,i,i,i,i
CCOc1ncccc1C(=O)OCC(=O)c1ccccc1Br,i,-8.1,i,i,i,i,i,i,i,i,i
CCN(c1ccc(OC)cc1)S(=O)(=O)c1cc(-c2cc(C)no2)ccc1OC,i,-6.6,i,i,i,i,i,i,i,i,i
COC(=O)[C@@H](NC(=O)N1CCN(c2cccc(C(F)(F)F)c2)CC1)C(C)C,i,-8.9,i,i,i,i,i,i,i,i,i
CCN(C(=O)COC(=O)c1cccnc1SC)C1CCS(=O)(=O)C1 (stereo not drawn),i,-2.2,i,i,i,i,i,i,i,i,i
Cc1ccc(C)c(NC(=O)CSc2nc3nc(-c4cccs4)cc(C(F)(F)F)c3c(=O)[nH]2)c1,i,-15.3,i,i,i,i,i,i,i,i,i
Cc1ccc(OCCOC(=O)C2CCN(S(=O)(=O)c3ccc(C)c(C)c3)CC2)cc1,i,-7.3,i,i,i,i,i,i,i,i,i
O=C(/C=C(\O)c1ccccc1)C(=O)NNC(=O)c1ccccc1,i,-5.7,i,i,i,i,i,i,i,i,i
CC1CCCCN1CCCNC(=O)c1ccc(N2CCCC2=O)cc1 (stereo not drawn),i,-12.8,i,i,i,i,i,i,i,i,i
CN(Cc1ccccc1F)C(=O)c1ccc(NS(=O)(=O)c2ccc3[nH]c(=O)[nH]c3c2)cc1,i,-3.6,i,i,i,i,i,i,i,i,i
CC1(C)CC(=O)C(Sc2nnc(-c3ccc(O)cc3)n2CC2CCCO2)C(=O)C1 (stereo not drawn),i,-4.1,i,i,i,i,i,i,i,i,i
Cc1cc(C)n(-c2cc(N3CCOCC3)ncn2)n1,i,-5.6,i,i,i,i,i,i,i,i,i
COC(=O)c1ccccc1-c1ccc(C=O)o1,i,-7.0,i,i,i,i,i,i,i,i,i
COC(=O)c1nc(-c2ccccc2)nc(-c2ccccc2)c1C(=O)OC,i,-8.3,i,i,i,i,i,i,i,i,i
O=C(NC(=S)Nc1nc(-c2ccccc2)cs1)c1ccco1,30*,24.7*,i,i,i,i,i,i,i,i,i
CCOc1ccccc1N1C(=O)CC(Sc2n[nH]c(-c3ccccc3)n2)C1=O (stereo not drawn),i,-13.1,i,i,i,i,i,i,i,i,i
CC(=O)Nc1ccc(NC(=O)C(=O)c2cn(CC(=O)N3CCCCC3)c3ccccc23)cc1,i,-9.2,i,i,i,i,i,i,i,i,i
O=C1NCCCN1Cc1ccc(F)cc1Cl,i,-7.2,i,i,·,i,i,·,·,i,i
Cc1ccc(S(=O)(=O)N2CCOC23CCN(C(=O)c2ccccc2Br)CC3)cc1,i,-9.4,i,i,i,i,i,i,i,i,i
O=C(O)c1sccc1SCc1ccc(Cl)cc1Cl,i,-9.8,i,i,i,i,i,i,i,i,i
Cc1ccc(OC(=O)C(F)(F)F)c2c1NCCC2,i,-4.6,i,i,i,i,i,i,i,i,i
CC1CCCCN1C(=O)Cn1cc(C=O)c2ccccc21 (stereo not drawn),i,-11.2,i,i,i,i,i,i,i,i,i
O=C(Nc1ccc(Br)cn1)c1cccc2ccccc12,i,-3.9,i,i,i,i,i,i,i,i,i
COc1ccc(NC(=O)C2CCCN2C(=O)NCc2ccccc2)cc1OC (stereo not drawn),i,-5.9,i,i,i,i,i,i,i,i,i
CCn1c(N2CCC(Cc3ccccc3)CC2)nc2c1c(=O)[nH]c(=O)n2C,i,-21.0,i,i,i,i,i,i,i,i,i
COCc1cc(=O)n2c(-c3ccc(C)cc3)n[nH]c2n1,i,-7.7,i,i,i,i,i,i,i,i,i
Cc1ccc(C)c(NC(=O)CN(C)C(=O)c2ccc(-n3cncn3)c([N+](=O)[O-])c2)c1,i,-8.5,i,i,i,i,i,i,i,i,i
Cc1ccc2c(c1)nnn2C1CCN(S(=O)(=O)c2ccc(C(=O)N(C)C)cc2)CC1,i,-15.6,i,i,i,i,i,i,i,i,i
COc1ccc(OC)c(NC(=O)Nc2ccc3c(c2)OCO3)c1,i,0.8,i,i,i,i,i,i,i,i,i
Cc1ccc(CNC(=O)[C@@H]2CCC(=O)N2Cc2ccco2)cc1,i,-5.3,i,i,i,i,i,i,i,i,i
COc1cc(C(=O)NCCOc2ccccc2)c(Br)c(OC)c1OC,i,-0.1,i,i,i,i,i,25*,i,i,i
CC(C)(C)NC(=O)CN(Cc1cccs1)C(=O)CNS(=O)(=O)c1ccc(F)cc1,i,-14.7,i,i,i,i,i,i,i,i,i
CN(Cc1cc(-c2ccccc2)on1)C(=O)c1cc(COc2c(F)cccc2F)on1,i,-18.6,i,i,i,i,-12.7*,i,i,i,i
CCOC(=O)CSc1nc2cc(C(F)(F)F)cnc2n1C,i,-4.0,i,i,i,i,i,i,i,i,i
Cc1n[nH]c(C)c1CCc1nc2c3ccccc3nc(SCC(=O)Nc3ccccc3F)n2n1,i,-12.0,i,i,i,i,i,i,i,i,i
COc1ccc(-c2nc(-c3ccccn3)nc(N3CCN(C)CC3)c2C#N)cc1,i,-9.4,i,i,i,i,i,i,i,i,i
O=C(Nc1cc(C(F)(F)F)ccc1N1CCOCC1)C1=NN(c2ccccc2)C(=O)CC1,i,-10.0,i,i,i,i,i,i,i,i,i
O=C(Nc1ccc(N2CCN(C(=O)C3CC3)CC2)cc1)c1cccs1,i,-12.5,i,i,i,i,i,i,i,i,i
